From PubChem
MC4R barr agon = MC4R agonists recruiting beta-arrestin, primary screen, cell-based, luminescence, agonist arm of biased-ligand search; Melanocortin receptor 4 (Homo sapiens), P32245; U2OS MC4R beta-arrestin complementation; percent of melanotan II response, DMSO zero; activation, % at 8.9 µM; 360,000 tested, 0.98% active; AID 540308, 2011;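 active = activation above a per-plate cutoff, the mean activation of sample wells on that plate plus 3 SD, cut at about 8% in these data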
aDG glyco up = activators of alpha-DG glycosylation, primary screen, uHTS, Pro5-aDG cells, AlphaScreen; activation, % at 10 µM; AID 624168, 2012; alpha-DG glycosylation AlphaScreen (IIH6); 0% Pro5, 100% B10-LARGE cell signal; 360,000 tested, 0.22% active;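 active = activation of at least 8% versus controls, or a plate z-score of at least 8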;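 note: Pro5 are CHO cells carrying HIG-tagged alpha-DG that lacks glycosylation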
MC4R antag cAMP = MC4R antagonists of cAMP signaling, primary screen, cell-based, TR-FRET, antagonist arm of biased-ligand search | Melanocortin receptor 4 (Homo sapiens), P32245 | MC4R-expressing cells, MTII-stimulated cAMP, LANCE TR-FRET | inhibition, % at 6.5 µM | 360,000 tested, 0.48% active;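 active = inhibition above its plate's cutoff, the mean of tested wells on that plate plus 3 SD, cut at about 29% in these data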;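 note: 0% = Melanotan II alone and 100% = Melanotan II plus saturating MCL0020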
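Test system: U2OS cells stably expressing human melanocortin 4 receptor (MC4R); also added: Melanotan II challenge; compound: 6.5 µM single dose; timing: 30-min compound preincubation, 1-h Melanotan II challenge, 1-h detection, room temperature; signal: Eu-cAMP/anti-cAMP TR-FRET, emission 671 nm; repeats: one well per compound, no replicates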
CaV13 FRET inh = Disruptors of the CACNA1D IQ motif to Ca2+-dependent inactivation inhibitor domain association, primary screening, Förster resonance energy transfer in intact living …. 340,000 tested, 0.098% active. inhibition, % at 12.3 µM. AID 743397. HEK cells, CFP/YFP FRET ICDI-IQ, plate reader, 10 min; percent FRET-ratio fall versus neutral wells;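 active = mean replicate inhibition of at least 30% and at least 1% of replicates passing that level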;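 note: 0% = median of the neutral control wells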
Cardio protect = cardioprotection against H2O2-induced cell death, primary screen, uHTS, H9c2 cells, ATPLite luminescence; H9c2 cardiomyocytes, H2O2 injury protection, 2 h; protection from H2O2 cell death, % at 20 µM; 360,000 tested, 0.63% active; AID 588492, 2011;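 active = compounds giving at least 50% protection of heart cells from peroxide-induced death in the single-dose screen, raw or plate-pattern-corrected value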;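 note: 0% = DMSO wells with peroxide and 100% = DMSO wells without peroxide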
PDI inh = inhibitors of human PDI, primary screen, biochemical, turbidity, single point, plate reader; Protein disulfide-isomerase (Homo sapiens), P07237; inhibition, % at 10 µM; 350,000 tested, 0.052% active; PDI insulin aggregation turbidity, A650, 90 min;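 active = mean inhibition across replicates of 30% or more, whatever share of single replicates reach that level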;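 note: absorbance from insulin aggregation driven by PDI reduction with DTT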
Vif imaging = HIV Vif self-association inhibitors, primary screen, imaging, HEK293T, single point; 340,000 tested, 0.35% active; HEK293T cells, Vif self-association by quenched fluorescence, 24 h; inhibition, % at 7.49 µM; in the data active = inhibition above about 50%, passing the limit was not always enough; note: some results filed as inactive read as strong as hits
N-glyco inh = increase of ERlucT glycosylation luciferase signal, primary screen, N-linked glycosylation inhibitor project, D54 ERlucT cells, luminescence, set 2; D54 ERlucT glycosylation luciferase reporter, 24 h; percent of 100 nM tunicamycin response; reporter increase, % at 12.5 µM; 360,000 tested, 0.23% active;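 active = mean luciferase reporter signal, scaled so untreated is 0 and the glycosylation-blocking control 100, at or above a set limit in every replicate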;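 note: luciferase carries N-glycosylation sites so blocking glycosylation raises the light; 0% = median of neutral control wells and 100% = median of 100 nM tunicamycin wells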
m5-HT2A agonist = mouse Htr2a agonists via beta-arrestin recruitment, primary screen, cell-based, luminescence; activation, % at 7.6 µM; 360,000 tested, 0.66% active; CHO-K1 mHTR2A beta-arrestin complementation; percent of 30 µM serotonin response; 5-hydroxytryptamine receptor 2A (Mus musculus), P35363;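 active = activation above a run cutoff, the mean activation of all tested compounds plus 3 SD, cut at about 14% in these data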;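 note: 0% = plate median of compound wells and 100% = 30 µM serotonin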
ABCB6 inh 2 = ABCB6 transporter inhibitors, primary screen, K562-ABCB6 cells, flow cytometry, MLPCN library. ATP-binding cassette sub-family B member 6 (Homo sapiens), Q9NP58. K562-ABCB6 porphyrin accumulation, 1 h; hits give low values. fluorescence ratio to DMSO, % at 10 µM. 360,000 tested, 0.19% active. AID 602162, 2011;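 active = fluorescence ratio to DMSO below 75%, the collection mean minus 3 SD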;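 note: signal is porphyrin accumulated inside mitochondria; 100% equals median channel fluorescence of DMSO control wells; lower ratio means ABCB6 inhibition with less porphyrin fluorescence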
Target sequence (Q9NP58 whole entry, looked up): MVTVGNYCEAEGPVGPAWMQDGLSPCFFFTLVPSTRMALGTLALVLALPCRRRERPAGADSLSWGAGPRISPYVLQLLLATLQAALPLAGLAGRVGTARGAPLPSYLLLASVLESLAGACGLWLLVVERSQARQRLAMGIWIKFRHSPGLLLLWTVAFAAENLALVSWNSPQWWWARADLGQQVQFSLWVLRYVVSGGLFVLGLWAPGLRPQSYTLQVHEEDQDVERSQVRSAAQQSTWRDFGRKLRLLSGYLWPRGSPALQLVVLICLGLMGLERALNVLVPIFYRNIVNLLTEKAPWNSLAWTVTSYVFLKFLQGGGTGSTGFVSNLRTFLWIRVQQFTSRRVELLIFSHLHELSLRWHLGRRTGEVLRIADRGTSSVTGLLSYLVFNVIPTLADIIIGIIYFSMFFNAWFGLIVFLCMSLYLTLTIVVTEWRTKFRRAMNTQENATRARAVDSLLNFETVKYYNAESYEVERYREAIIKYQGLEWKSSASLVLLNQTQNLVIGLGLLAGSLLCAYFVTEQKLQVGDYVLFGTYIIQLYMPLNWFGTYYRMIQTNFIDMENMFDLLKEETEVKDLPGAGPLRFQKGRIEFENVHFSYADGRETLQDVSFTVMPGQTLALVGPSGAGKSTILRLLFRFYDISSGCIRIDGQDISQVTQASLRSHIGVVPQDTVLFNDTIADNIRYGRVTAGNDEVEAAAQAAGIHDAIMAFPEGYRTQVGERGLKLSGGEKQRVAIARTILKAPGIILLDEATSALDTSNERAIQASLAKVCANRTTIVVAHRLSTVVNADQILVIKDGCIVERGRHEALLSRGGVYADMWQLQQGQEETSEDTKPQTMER
Numbers without * were called inactive; . = no result given.

SMILES | MC4R barr agon | aDG glyco up | MC4R antag cAMP | CaV13 FRET inh | Cardio protect | PDI inh | Vif imaging | N-glyco inh | m5-HT2A agonist | ABCB6 inh 2
COc1ccc(CSc2nncn2N)cc1[N+](=O)[O-] | -0.6 | 0.3 | 11 | -4 | 6 | -5 | 0 | 2 | 3 | 92
COc1cccc(NC(=O)C2CC(=O)N(Cc3ccc(C)cc3)C2)c1 (centres undefined) | -1.1 | -0.4 | 6 | . | 2 | 3 | 0 | 0 | -9 | 102
COc1c(C(=O)NC(=S)Nc2nnn(C)n2)cc2ccccc2c1Br | 0.4 | -0.1 | -4 | -2 | -12 | 1 | . | . | 0 | 94
CCN(CC(=O)Nc1c(F)cccc1F)C(=O)C1CCN(S(=O)(=O)c2ccccc2C(=O)OC)CC1 | -1.5 | -0.3 | 4 | -5 | 4 | 8 | 8 | 1 | 5 | 100
CC(=O)Nc1cccc2ncccc12 | -3.1 | -0.3 | 3 | -4 | 1 | 10 | -4 | 2 | 1 | 98
Fc1ccc(N2CCN(C(c3cccs3)c3nnnn3CCc3ccccc3)CC2)cc1 (centres undefined) | -1.9 | -0.2 | 8 | -5 | 3 | -19 | . | -9 | 2 | 87
COc1cccc(C2C(C(=O)Nc3cccnc3)=C(C)Nc3nnnn32)c1OC (centres undefined) | -1.2 | -0.1 | -4 | -4 | -5 | -2 | -2 | 1 | 0 | 99
CCc1cccc(NC(=O)c2cc(S(=O)(=O)N(C)C)ccc2N2CCCC2)c1 | -1.3 | 0.1 | 13 | -2 | -9 | 2 | 0 | 39* | 2 | 93
O=C1CCC(C(=O)N2CCSCC2)CN1CCc1cccc(F)c1 (centres undefined) | -0.6 | 0.0 | 9 | -5 | -4 | 22 | -1 | 0 | 0 | 94
N#Cc1ccccc1Cn1c(=O)oc2ccccc21 | 0.7 | -0.1 | 23 | -8 | 5 | -1 | 7 | 2 | 7 | 99
CS(=O)(=O)N(Cc1ccccc1)c1ccccc1C(=O)Nc1ccccc1C(=O)NCc1ccco1 | 2.5 | 0.0 | -4 | -8 | 4 | 0 | -3 | -3 | 0 | 99
CCCCN1C[C@H](CSC)[C@@H](CC(=O)NC)C1=O | -1.8 | 0.1 | -2 | -6 | 12 | 4 | -1 | 1 | -3 | 93
CN1CC(=O)N(CC(=O)Nc2ccc(N3CCOCC3)cc2)C1=O | -0.4 | -0.1 | 5 | -6 | -9 | -3 | 1 | 5 | 5 | 96
COc1ccccc1C(=O)NCCC(=O)N(C)CC(=O)Nc1ccc(N2CCOCC2)cc1 | -0.2 | 0.4 | 4 | -4 | 2 | 3 | 3 | 1 | 2 | 98
CCOC(=O)CCc1ccc(NC(=O)/C=C/c2ccc([N+](=O)[O-])o2)cc1 | 0.8 | -0.4 | 12 | -7 | -3 | 0 | 10 | 9 | 2 | 116
O=C(N/N=C/c1coc2ccccc2c1=O)c1cccc([N+](=O)[O-])c1 | -0.4 | -0.1 | 9 | 0 | -2 | 6 | . | 1 | -1 | 100
COc1ccc(C(=O)Nn2c(CC(C)C)nc3cc(OC)c(OC)cc3c2=O)c(OC)c1 | -2.0 | 0.0 | 9 | -5 | -1 | 10 | -1 | -1 | -3 | 96
O=C(O)C1C2CCC(CC2)C1C(=O)O (centres undefined) | 0.3 | -0.2 | 11 | 1 | 1 | -3 | -3 | 3 | 1 | 95
CC1(C(=O)NC(=S)N(CCC#N)c2ccccc2)CC1(Cl)Cl (centres undefined) | -0.4 | 0.0 | -5 | -5 | 5 | 5 | 7 | -1 | -3 | 95
CS(=O)(=O)c1nc(S(=O)(=O)c2ccc(Cl)cc2)c(NCCCN2CCOCC2)s1 | 1.3 | -0.5 | -4 | -3 | -2 | 7 | 6 | 0 | 1 | 92
CCN(C(=O)CSc1nnc(-c2ccc(OC(F)F)cc2)n1N)C1CCS(=O)(=O)C1 (centres undefined) | 4.9 | 0.1 | -2 | -5 | 8 | -6 | 0 | 0 | 5 | 94
O=c1c2ccccc2oc2c1ccc1ccccc12 | 3.6 | 0.3 | 19 | . | -11 | -2 | -5 | 3 | 1 | 103
Cc1ccc(C(=O)N2CCn3c(C)ccc3C2C)cc1 (centres undefined) | 1.2 | 0.8 | 6 | -7 | 0 | 2 | -6 | 4 | 8 | 108
N=c1c2ccccc2nnn1-c1ccc(C(F)(F)F)cc1 | 0.6 | 0.1 | 5 | 3 | 1 | 1 | 7 | -5 | -1 | 98
CCC(C(=O)NC1CCCC1)N(C(=O)Cn1nnc(-c2ccc(C)o2)n1)c1cnc2ccccc2c1 (centres undefined) | 0.4 | 0.2 | 6 | -9 | -3 | -3 | -1 | -1 | -1 | 102

Molecules above with an aryl thioether with sulfur outside any ring:
SMILES | MC4R barr agon | aDG glyco up | MC4R antag cAMP | CaV13 FRET inh | Cardio protect | PDI inh | Vif imaging | N-glyco inh | m5-HT2A agonist | ABCB6 inh 2
COc1ccc(CSc2nncn2N)cc1[N+](=O)[O-] | -0.6 | 0.3 | 11 | -4 | 6 | -5 | 0 | 2 | 3 | 92
CCN(C(=O)CSc1nnc(-c2ccc(OC(F)F)cc2)n1N)C1CCS(=O)(=O)C1 (centres undefined) | 4.9 | 0.1 | -2 | -5 | 8 | -6 | 0 | 0 | 5 | 94

The listing picks up with the 4 entries that preceded the break.
SMILES | MC4R barr agon | aDG glyco up | MC4R antag cAMP | CaV13 FRET inh | Cardio protect | PDI inh | Vif imaging | N-glyco inh | m5-HT2A agonist | ABCB6 inh 2
O=c1c2ccccc2oc2c1ccc1ccccc12 | 3.6 | 0.3 | 19 | . | -11 | -2 | -5 | 3 | 1 | 103
Cc1ccc(C(=O)N2CCn3c(C)ccc3C2C)cc1 (centres undefined) | 1.2 | 0.8 | 6 | -7 | 0 | 2 | -6 | 4 | 8 | 108
N=c1c2ccccc2nnn1-c1ccc(C(F)(F)F)cc1 | 0.6 | 0.1 | 5 | 3 | 1 | 1 | 7 | -5 | -1 | 98
CCC(C(=O)NC1CCCC1)N(C(=O)Cn1nnc(-c2ccc(C)o2)n1)c1cnc2ccccc2c1 (centres undefined) | 0.4 | 0.2 | 6 | -9 | -3 | -3 | -1 | -1 | -1 | 102
CC(C)Oc1ccc(CNC(=O)CC(c2ccccc2)c2cc(Cl)ccc2O)cc1 (centres undefined) | 9.3* | 0.8 | 10 | -13 | -19 | 3 | -4 | -7 | 3 | 96
Cc1ccc(C2=NN(C(=O)COc3ncnc4ccccc34)C(c3ccco3)C2)cc1 (centres undefined) | -2.9 | 1.0 | -4 | -2 | -10 | -5 | 7 | -1 | 5 | 91
CCCCN(C)C(=O)c1cn(-c2cccc(OC)c2)c(=O)c2ccccc12 | -0.9 | -0.1 | 19 | -20 | 6 | 1 | 10 | 0 | -2 | 97
CC1CCN(S(=O)(=O)CCNC(=O)c2ccc3c(c2)OCO3)CC1 | -2.5 | 0.1 | -2 | -5 | -6 | -4 | 2 | 2 | 7 | 103
O=C(CNC(=O)c1ccc([N+](=O)[O-])cc1)c1ccccc1 | -1.7 | 0.2 | 4 | -2 | 3 | -10 | 8 | -1 | 0 | 99
Cc1ccccc1SCCNC(=O)c1ccccc1Br | 0.7 | 0.0 | 4 | -6 | 3 | -9 | 1 | -1 | -5 | 94
O=C(NC1CCCC1)c1ccc(Cl)s1 | -2.2 | -0.3 | -1 | . | 1 | -5 | -3 | -2 | -2 | 102
NC(=O)C1CCN(c2nc(-c3ccccc3N)cs2)CC1 | -0.8 | -0.2 | -7 | -7 | -11 | 4 | -5 | 3 | -1 | 98
O=C(/C=C/c1ccc(Cl)cc1)NC(=S)Nc1ccc(N2CCOCC2)c(Cl)c1 | 15* | -0.3 | 11 | -15 | -5 | -7 | 2 | -8 | 2 | 95
CCN(CC1CCCO1)C(=O)CCc1nnc(CCc2ccc(OC)cc2)o1 (centres undefined) | 2.7 | -0.2 | -7 | -6 | -2 | 8 | 1 | 1 | 6 | 97
CCOC(=O)C1CCN(C(=O)COc2ccc([N+](=O)[O-])cc2)CC1 | -1.3 | -0.3 | 6 | -2 | 12 | 2 | -3 | 0 | 0 | 96
Cc1nn(-c2ccccc2)c2c1C1(C(=O)N3c4c(cccc41)C(C)CC3(C)C)C(C#N)=C(N)O2 (centres undefined) | 0.3 | 0.3 | 4 | -7 | -14 | 17 | 2 | -7 | 3 | 95
CCOC(=O)c1[nH]c(C)c(C(=O)OCC(=O)N2CCCCC2C)c1C (centres undefined) | 1.0 | -0.1 | -6 | -5 | 13 | -2 | 5 | -3 | 0 | 102
CCC1=Nc2cc(C(=O)NCCCN3CCOCC3)ccc2Sc2ccccc21 | -1.0 | 0.0 | 1 | -2 | 0 | -2 | -1 | -3 | 3 | 102
O=C(CN1C(=O)/C(=C/c2ccccc2)SC1=S)Nc1ncc(Cc2ccccc2)s1 | -0.4 | -0.3 | 4 | . | -12 | 6 | . | 0 | 0 | 109
COc1ccccc1NC(=S)NNC(=O)c1c(Cl)c(C)nn1C | -1.2 | 0.0 | 2 | -4 | -22 | 1 | 15 | 1 | -3 | 91
O=C1CCCN1CC(O)CS(=O)(=O)c1ccc(Cl)cc1 (centres undefined) | -0.6 | -0.3 | 2 | -6 | -2 | 0 | -2 | 1 | -3 | 96
CC1C(=O)N(Cc2cn(Cc3ccco3)nn2)CCS(=O)(=O)N1Cc1ccc(-c2cccnc2)cc1 (centres undefined) | . | -0.2 | . | -10 | 8 | . | . | 0 | -1 | 108
COc1ccc(N2CCN(C(=O)c3sc4ncn(CC(=O)N5CCCCC5)c(=O)c4c3C)CC2)cc1 | -1.5 | 0.1 | -1 | -2 | 1 | 2 | -2 | -1 | 4 | 102

For convenience, part of the list above:
SMILES | MC4R barr agon | aDG glyco up | MC4R antag cAMP | CaV13 FRET inh | Cardio protect | PDI inh | Vif imaging | N-glyco inh | m5-HT2A agonist | ABCB6 inh 2
O=C1CCCN1CC(O)CS(=O)(=O)c1ccc(Cl)cc1 (centres undefined) | -0.6 | -0.3 | 2 | -6 | -2 | 0 | -2 | 1 | -3 | 96
CC1C(=O)N(Cc2cn(Cc3ccco3)nn2)CCS(=O)(=O)N1Cc1ccc(-c2cccnc2)cc1 (centres undefined) | . | -0.2 | . | -10 | 8 | . | . | 0 | -1 | 108
COc1ccc(N2CCN(C(=O)c3sc4ncn(CC(=O)N5CCCCC5)c(=O)c4c3C)CC2)cc1 | -1.5 | 0.1 | -1 | -2 | 1 | 2 | -2 | -1 | 4 | 102
